HPDE-C7 cytotoxicity = HPDE-C7 pancreatic duct cell viability loss – fluorescence, HTS (AID 430); HPDE-C7 pancreatic duct cells viability, fluorescence; higher % means a stronger effect; one-dose cytotoxicity, % at 10 µM; EC50 in µM for titrated hits; actives 1.8% (n = 63,000);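 also: cells exposed to compound for 48 hours before viability readout; 0% = vehicle and 100% = reference cytotoxic drug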
MK inhibit = inhibitors of Streptococcus pneumoniae mevalonate kinase; purified MK, PK/LDH-coupled NADH absorbance 340 nm; inhibition, % at 10 µM; AID 555; actives 0.48% (n = 65,000);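 active = ranked among the strongest by inhibition in the single 10 µM screen, a fixed top-ranked set picked for dose follow-up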; also: no value below 0 was filed
LYP inhibition = inhibition of human PTPN22 tyrosine phosphatase – biochemical, DiFMUP fluorescence, recombinant catalytic domain, 10 µM, primary screen (AID 606) | 52,000 tested, under 10 active | recombinant LYP catalytic domain, DiFMUP fluorescence; higher % means a stronger effect | inhibition, % at 10 µM, or IC50 in µM where a hit was titrated;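 active = IC50 under 40 µM in the dose-response test; inactive = IC50 of 40 µM or more, or never dose-tested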
HT1080 viability = HT1080 cell viability loss – fluorescence readout (AID 620) | HT1080 viability, fluorescence; higher % means a stronger effect | cytotoxicity, % at 10 µM; hits with a dose series show EC50 in µM | actives 0.42% (n = 87,000);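 also: cells exposed to compound overnight then 4 h with Alamar Blue; 0% = vehicle DMSO and 100% = killing control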
HPDE-C7K KRASV12 = cytotoxicity in KRAS-transformed pancreatic duct cells, primary screen, cell-based, fluorescence, HTS (AID 431); HPDE-C7K KRASV12 cells, Alamar Blue viability, 48 h; higher % means a stronger effect; actives 1.7% (n = 63,000); cytotoxicity, % at 10 µM; hits with a dose series show EC50 in µM;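 active = compounds whose percent cytotoxicity in the single-dose primary screen, scaled between solvent and toxic-drug controls, exceeds 50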;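 also: 0% = DMSO solvent wells and 100% = doxorubicin-treated wells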
DPM-DC inhibit = blocks S. pneumoniae diphosphomevalonate decarboxylase | purified DPM-DC, PK/LDH coupled NADH fluorescence | calls only at 10 µM | actives 0.49% (n = 65,000);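 active = the 320 compounds with the highest percent inhibition in the single-dose primary screen, excluding strongly autofluorescent ones, cut at about 32% in these data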;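 also: kinetic rate of NADH fluorescence loss reporting ADP formed by the decarboxylase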
Spn PMK inh = inhibitors of Streptococcus pneumoniae phosphomevalonate kinase; actives 0.49% (n = 65,000); inhibition, % at 10 µM; purified PMK, PK/LDH-coupled NADH absorbance 340 nm;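 active = top-ranked compounds by inhibition in the single 10 µM screen, taking a fixed number of the strongest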;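 also: 0% = full reaction with DMSO carrier and 100% = background rate without enzyme reaction; no value below 0 was filed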
Alkaline phosphatase = inhibition of tissue-nonspecific alkaline phosphatase – biochemical, luminescent (AID 518) | inhibition, % at 20 µM, or IC50 in µM where a hit was titrated | purified TNAP enzyme, luminescent substrate readout; higher % means a stronger effect | actives 0.09% (n = 64,000); in the data active = a potency from the dose series; inactive = the rest, 99 in 100 with inhibition below about 22%;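 also: plate controls were vehicle for no effect and reference inhibitor for full effect; many of its hits are not listed in these tables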
Bfl-1 displacement = Bfl-1 inhibitors, primary screen, biochemical, fluorescence polarization, FITC-Bid, mouse (AID 432); FITC-Bid BH3 peptide fluorescence polarization displacement; higher % means a stronger effect; one-dose displacement, % at 20 µM; IC50 in µM for titrated hits; actives 0.02% (n = 64,000); in the data active = a potency from the dose series; inactive = the rest, 99 in 100 with displacement below about 15%; also: strong numbers were not always called active
Spn PMK inh pilot replicates = also measured in Spn PMK inh; calls as there; inhibition, %; measured here: pilot screen replicates
MK inhibit pilot replicates = further read-out of MK inhibit, marked with its call; inhibition, %; measured here: pilot screen replicates
DPM-DC inhibit pilot screen % = second read-out of DPM-DC inhibit, no call of its own (marks repeat the call); inhibition, %; measured here: pilot screen trials
Numbers without * were called inactive; i = inactive; nt = no result given. Rule as the data show it, unless noted: active = cytotoxicity above about 50%; inactive = the rest.

No.	mol	HPDE-C7 cytotoxicity	MK inhibit	MK inhibit pilot replicates	LYP inhibition	HT1080 viability	HPDE-C7K KRASV12	DPM-DC inhibit	DPM-DC inhibit pilot screen %	Spn PMK inh	Spn PMK inh pilot replicates	Alkaline phosphatase	Bfl-1 displacement
1	C1COC(NC(C2CC2)C2CC2)=N1	-2%	6	0.0	10%	3%	7%	i	2.5	2	0.0	4%	-4%
2	CCn1cc(C(=O)O)c(=O)c2cnc(N3CCNCC3)nc21	3%	5	0.0	10%	-2%	11%	i	14	4	1.0	18%	2%
3	O=C(O)c1cccnc1Nc1cccc(C(F)(F)F)c1	14%	4	3.0	11%	-5%	1%	i	0.0	6	5.0	18%	6%
4	CC(=O)CCCCn1c(=O)c2c(ncn2C)n(C)c1=O	nt	0	nt	13%	2%	nt	i	nt	9	nt	16%	0%
5	CN1CCCN=C1COC(=O)C(O)(c1ccccc1)C1CCCCC1 (stereo not drawn)	-6%	7	0.0	10%	20%	13%	i	1.0	5	1.5	16%	2%
6	CC1Cc2ccccc2N1NC(=O)c1ccc(Cl)c(S(N)(=O)=O)c1 (stereo not drawn)	2%	12	3.0	14%	1%	14%	i	0.0	3	0.0	19%	-2%

In the list so far, these contain a halogen:
No.	mol	HPDE-C7 cytotoxicity	MK inhibit	MK inhibit pilot replicates	LYP inhibition	HT1080 viability	HPDE-C7K KRASV12	DPM-DC inhibit	DPM-DC inhibit pilot screen %	Spn PMK inh	Spn PMK inh pilot replicates	Alkaline phosphatase	Bfl-1 displacement
3	O=C(O)c1cccnc1Nc1cccc(C(F)(F)F)c1	14%	4	3.0	11%	-5%	1%	i	0.0	6	5.0	18%	6%
6	CC1Cc2ccccc2N1NC(=O)c1ccc(Cl)c(S(N)(=O)=O)c1 (stereo not drawn)	2%	12	3.0	14%	1%	14%	i	0.0	3	0.0	19%	-2%

Entries of single compounds, quoted from the list:
Results for `CCn1cc(C(=O)O)c(=O)c2cnc(N3CCNCC3)nc21` → HPDE-C7 cytotoxicity = 3%; MK inhibit = 5; MK inhibit pilot replicates = 0.0; LYP inhibition = 10%; HT1080 viability = -2%; HPDE-C7K KRASV12 = 11%; DPM-DC inhibit = i; DPM-DC inhibit pilot screen % = 14; Spn PMK inh = 4; Spn PMK inh pilot replicates = 1.0; Alkaline phosphatase = 18%; Bfl-1 displacement = 2%
Results for `CN1CCCN=C1COC(=O)C(O)(c1ccccc1)C1CCCCC1` (stereo not drawn) → HPDE-C7 cytotoxicity = -6%; MK inhibit = 7; MK inhibit pilot replicates = 0.0; LYP inhibition = 10%; HT1080 viability = 20%; HPDE-C7K KRASV12 = 13%; DPM-DC inhibit = i; DPM-DC inhibit pilot screen % = 1.0; Spn PMK inh = 5; Spn PMK inh pilot replicates = 1.5; Alkaline phosphatase = 16%; Bfl-1 displacement = 2%

This is a subset (hit frequency here may not be typical).
